# Mtb RmlCD inh: inhibitors of Mycobacterium tuberculosis RmlC and RmlD coupled enzymes; P9WH09+P9WH11; RmlC+RmlD coupled enzyme assay, percent inhibition; primary screen in compound mixtures; inhibition, % at 3.6 µM; 0.03% of 160,000 active; AID 1533; in the data active = inhibition mostly above about 34%, no sharp cut-off; inconclusive = no clear call, values can overlap the other calls; inactive = mostly below about 22%; note: some results filed as inactive read as strong as hits
# Target sequence (P9WH09 whole entry, looked up): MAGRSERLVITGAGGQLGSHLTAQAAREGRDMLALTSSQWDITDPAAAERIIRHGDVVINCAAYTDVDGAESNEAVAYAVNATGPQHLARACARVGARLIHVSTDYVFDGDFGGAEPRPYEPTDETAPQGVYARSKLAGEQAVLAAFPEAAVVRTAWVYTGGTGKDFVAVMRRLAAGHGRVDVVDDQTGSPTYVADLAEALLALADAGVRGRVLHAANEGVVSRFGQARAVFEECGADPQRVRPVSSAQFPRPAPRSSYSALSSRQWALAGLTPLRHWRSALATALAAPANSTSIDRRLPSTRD
# Target sequence (P9WH11 whole entry, looked up): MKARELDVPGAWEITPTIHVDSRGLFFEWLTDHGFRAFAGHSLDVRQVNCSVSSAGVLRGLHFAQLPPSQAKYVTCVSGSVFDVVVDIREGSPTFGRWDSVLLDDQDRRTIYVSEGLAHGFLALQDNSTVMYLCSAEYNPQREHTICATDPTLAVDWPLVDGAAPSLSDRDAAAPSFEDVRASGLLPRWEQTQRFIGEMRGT
# M. tuberculosis GlmU: inhibition of mycobacterial GlmU enzyme – biochemical, glucosamine-1-phosphate acetyltransferase (AID 1376) | M. tuberculosis GlmU acetyltransferase enzyme assay; higher % means a stronger effect | one-dose inhibition, %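 (tested at 30 µM in the primary screen)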; IC50 in µM for titrated hits | 0.25% of 220,000 active; in the data active = inhibition above about 13%; inconclusive = no clear call, values can overlap the other calls;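 note: 0% = complete reaction with vehicle and 100% = reaction without substrate; strong numbers were not always called active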
# Starred values were filed as active, the others as inactive; u = inconclusive; x = not tested or not shown. Some of the compounds tested, so the mix of outcomes need not match the whole.
SMILES,Mtb RmlCD inh,M. tuberculosis GlmU
O=C(c1cccs1)N1CCn2c1nc1ccccc12,x,-4.0%
CCOC(=O)N1CCN(C(=O)c2ccc3nc(C)sc3c2)CC1,-5,1.1%
CC(C)CN(CC(C)C)S(=O)(=O)c1cc([N+](=O)[O-])ccc1N1CCCCCC1,5,0.2%
CCCNC(=O)Cn1cnc2sc(C(=O)Nc3cc(OC)c(OC)c(OC)c3)c(C)c2c1=O,2,1.3%
O=C(CN1c2cccc3cccc(c23)S1(=O)=O)N1CCOCC1,x,7.8%
CCSc1nc2c([nH]c3ccccc32)c(=O)n1C,11,1.5%
Cc1cc(-c2nn3c(-c4ccccc4)nnc3s2)c2ccccc2n1,x,4.0%
COc1ccc(CN2C(=O)[C@@H]3C(c4ccc(F)cc4)=NO[C@@H]3C2=O)cc1,11,6.1%
CN(C)c1nnnn1-c1ccc(Oc2ccccc2)cc1,5,-1.0%
Nc1c(C=C2C=CC(=O)C=C2)c(=O)nc2snc(SCc3ccccc3)n12,x,-1.1%
COC(=O)c1ccccc1NC(=S)N(Cc1ccc2c(c1)OCO2)Cc1cc2cc(C)ccc2[nH]c1=O,-7,2.8%
COc1cc(OC)c(-c2nc3cnccc3n2C)cc1OC,x,-3.6%
Cc1ccc(NC(=O)CCn2nc(C)cc2C)cc1,8,1.2%
CC(C)(C)c1cc(C(=O)NCCN2CCCC2)cc(C(C)(C)C)c1,-10,-3.6%
CC(=O)C1=NN(c2ccccc2)C2(S1)S/C(=C\c1ccccc1)C(=O)N2c1ccccc1 (stereo unspecified),-1,2.8%
COc1ccc(-c2nc(S(=O)(=O)c3ccccc3)c(N3CCOCC3)o2)cc1,5,-0.2%
Cc1ccc(SCC(=O)c2sc(-c3ccccc3)nc2C)cc1,0,0.3%
Cc1nc([N+](=O)[O-])cn1C(C)C,-4,4.0%
CC(CN1CCN(C)CC1)OC(=O)c1ccc(Cl)cc1Cl (stereo unspecified),7,6.7%
O=C1/C(=C\Nc2ccc(Cl)cc2)CCN1c1ncccn1,10,1.5%

# Grouped by structure, the entries above with nitrogen in an aromatic ring
SMILES,Mtb RmlCD inh,M. tuberculosis GlmU
O=C(c1cccs1)N1CCn2c1nc1ccccc12,x,-4.0%
CCOC(=O)N1CCN(C(=O)c2ccc3nc(C)sc3c2)CC1,-5,1.1%
CCCNC(=O)Cn1cnc2sc(C(=O)Nc3cc(OC)c(OC)c(OC)c3)c(C)c2c1=O,2,1.3%
CCSc1nc2c([nH]c3ccccc32)c(=O)n1C,11,1.5%
Cc1cc(-c2nn3c(-c4ccccc4)nnc3s2)c2ccccc2n1,x,4.0%
CN(C)c1nnnn1-c1ccc(Oc2ccccc2)cc1,5,-1.0%
Nc1c(C=C2C=CC(=O)C=C2)c(=O)nc2snc(SCc3ccccc3)n12,x,-1.1%
COC(=O)c1ccccc1NC(=S)N(Cc1ccc2c(c1)OCO2)Cc1cc2cc(C)ccc2[nH]c1=O,-7,2.8%
COc1cc(OC)c(-c2nc3cnccc3n2C)cc1OC,x,-3.6%
Cc1ccc(NC(=O)CCn2nc(C)cc2C)cc1,8,1.2%
COc1ccc(-c2nc(S(=O)(=O)c3ccccc3)c(N3CCOCC3)o2)cc1,5,-0.2%
Cc1ccc(SCC(=O)c2sc(-c3ccccc3)nc2C)cc1,0,0.3%
Cc1nc([N+](=O)[O-])cn1C(C)C,-4,4.0%
O=C1/C(=C\Nc2ccc(Cl)cc2)CCN1c1ncccn1,10,1.5%

# Next section
SMILES,Mtb RmlCD inh,M. tuberculosis GlmU
O=C(COc1cccnc1[N+](=O)[O-])Nc1cccc(S(=O)(=O)N2CCOCC2)c1,-2,0.9%
CSc1ccccc1NC(=O)CSCc1ccccc1Br,5,x
Cc1ccc(C2NC(=O)Cc3ccccc32)cc1 (stereo unspecified),x,2.1%
COc1ccc(COC(=O)c2ccc3c(=O)n4c(nc3c2)CCC4)cc1F,-10,-1.3%
O=C(Nc1ccc(Br)cc1)Nc1ccccc1Cl,-7,5.4%
COC(=O)C1=Nc2ccccc2/C1=C\c1c(O)n(-c2ccc(Br)cc2)c(=O)[nH]c1=O,4,5.0%
CCCN1C2=C(C(=O)CC(C)(C)C2)C(c2ccc(F)cc2)C2=C1c1ccccc1C2=O (stereo unspecified),x,0.1%
COC(=O)c1cc2nc(-c3ccc(OC)cc3)cc(C(F)(F)F)n2n1,x,7.9%
CCC(CC)C(=O)Nc1nc(-c2ccc3c(c2)CCN3C(=O)C2CC2)c(C)s1,x,-2.4%
CC(C)NCC(O)COCCOc1ccc(C(C)(C)C)cc1 (stereo unspecified),58,-7.2%
Cc1ccc(S(=O)(=O)Cc2ccc(C(=O)NCCCN3CCCC3=O)o2)cc1,x,1.4%
Cc1ccnc(NC(=O)CCCOc2ccc(Cl)cc2C)c1,-2,2.4%
CCN(CC)CC(O)COC(c1ccccc1)c1ccccc1 (stereo unspecified),-3,-2.5%
CCOC(=O)C(Cc1ccc(NC(=O)/C(=C/c2ccc(OC(C)=O)cc2)NC(C)=O)cc1)N1C(=O)c2ccccc2C1=O (stereo unspecified),-9,-0.5%
CS(=O)(=O)N1Cc2ccccc2CC1C(=O)Nc1ccccc1C(N)=O (stereo unspecified),u,-0.2%
Cc1cccc(C)c1Nc1ncnc(N)c1[N+](=O)[O-],5,2.4%
CCc1cccc2c(C(=O)COC(=O)c3ccccc3)c[nH]c12,6,-5.8%
COc1ccccc1C(=O)N/N=C(\C)CC(=O)Nc1ccc(Cl)cn1,x,-5.7%
Cc1cc(C)cc(Nc2ncc3c(n2)CCCC3=O)c1,-8,-2.8%
CSc1nsc(SCC(=O)Nc2nc3ccccc3s2)n1,10,-1.2%
CC(=Nc1cccc(O)c1)c1sc2ccccc2c1O,4,2.6%
COc1ccc(C(=O)NC2=C(C#N)CCC2)cc1OC,-8,3.4%
O=C(c1ccco1)N(CC1CCCO1)c1nc(-c2ccccc2)cs1 (stereo unspecified),4,3.0%
O=C1CC(c2ccccc2Cl)c2c(sc3c(=O)[nH]c(CCl)nc23)N1 (stereo unspecified),5,-4.8%
CCOC(=O)CSc1ccc2ccccc2n1,14,-0.4%
CCOC(=O)c1ccc(-c2cccc(C(F)(F)F)c2)nc1C,11,0.7%
Cc1ccc(SCCNS(C)(=O)=O)cc1,-8,-2.5%
O=C1C2CCCN2C(c2cccc(F)c2)N1c1cccc(Cl)c1 (stereo unspecified),-6,-1.5%
COc1cc(NS(=O)(=O)c2ccc(N)cc2)nc(OC)n1,x,-0.8%
CCOC(=O)c1c(C)c(-c2ccccc2)n(CC(=O)NCCCN(CC)CC)c1C,7,-0.7%
Cc1nc2sc3c(c2c(=O)o1)CCCC3,x,4.2%
O=C(COC(=O)c1ccc2c(=O)n3c(nc2c1)CCC3)Nc1ccccc1F,x,0.4%
CCOc1ccc(C)cc1S(=O)(=O)Nc1ccc(Cl)cn1,10,-8.2%
CCCC(=O)Nc1ccc(C(=O)Nc2nc(CC(=O)OCC)cs2)cc1,x,1.8%
CCC(Sc1nc2ccc(N)cc2s1)C(=O)Nc1nccs1 (stereo unspecified),1,3.1%
CCOC(=O)c1ccc(N2C(=O)C3C(C2=O)C(C(=O)c2ccc(Cl)cc2)N2CCCC32)cc1 (stereo unspecified),-2,x
CCCCCC(O)(CCN1CCCCC1)c1ccc(OCC)cc1 (stereo unspecified),-1,-0.7%
Nc1nc(SCC(=O)Nc2cc(C(F)(F)F)ccc2N2CCOCC2)n[nH]1,-5,2.3%
CCN(CC)C(=O)C(C)OC(=O)COc1ccc(Cl)cc1C (stereo unspecified),-3,2.4%
CCOC(=O)c1cc(C)n(Cc2ccc(OCC)c(OC)c2)c1C,-7,9.5%
CC(=O)Oc1ccc(NC(=O)Cc2ccccc2)c(C(=O)O)c1,8,-1.6%
CCOc1ccc(C(=O)Nc2ccc(S(=O)(=O)N3CCOCC3)cc2)cc1OCC,x,1.1%
Cc1ccc(S(=O)(=O)Oc2ccc(/C=N/NC(=O)c3c(Cl)cnn3C)cc2)cc1,x,-3.3%
COc1cc(C(=O)Nc2sc(C)c(C)c2C(=O)O)cc(OC)c1OC,4,5.9%
CC(C)(C)C(=O)Nc1nc2c(s1)COc1ccccc1-2,7,2.3%
CCn1c(=O)c2c(nc3n2CCS3)n(C)c1=O,-2,-2.8%
O=C1NC(c2ccccc2)=C(c2ccccc2)C1=O,-6,-4.4%
N#C/C(=C/c1ccncc1)c1nc2ccccc2c(=O)[nH]1,5,-0.5%
Cc1ccccc1SCC(=O)N1CCN(c2ccc(C(F)(F)F)cn2)CC1,-3,-5.9%
COc1ccc([N+](=O)[O-])cc1NC(=O)C(C)N(C)Cc1ccc(Br)cc1 (stereo unspecified),-2,1.8%
O=C(CCc1nc(-c2cccs2)no1)Nc1cnc2ccccc2c1,x,1.1%
O=C(Nc1cccc([N+](=O)[O-])c1)c1ccc2c(c1)OCCO2,-9,1.8%
CCOc1cccc(-c2cc(C(=O)N/N=C/c3ccc(OC)c(CN4CCOCC4)c3)c3ccccc3n2)c1,65,-5.7%
Cc1cc(NC(=O)c2cc3n(n2)C(C(F)(F)F)CC(c2ccco2)N3)no1 (stereo unspecified),-8,-2.8%
CCOc1ccc(NC(=O)c2nn(C)cc2Br)cc1,x,4.7%
Cc1ccc(NC(=S)Nc2cccc3cnccc23)cc1C,x,-2.1%
CCOC(=O)Cn1cc(/C=N/NC(=O)CC#N)c2ccccc21,6,4.5%
CC(=O)N1CCC(Nc2ccc(C)cc2)CC1,x,14%*
Cc1ccc(C(=O)N/N=C/c2ccc(N3CCOCC3)cc2)c(C)c1,-8,3.9%
NNC(=S)NCCc1ccccc1,x,-4.2%
# Following part:
SMILES,Mtb RmlCD inh,M. tuberculosis GlmU
O=S(=O)(c1cccs1)N1CN(Cc2ccccc2)c2nc3ccccc3nc21,x,1.4%
CCN(CC)c1ncnc2c1cnn2C,70,-1.1%
COc1ccc(C(=O)Nc2cccnc2)cc1,x,-7.1%
CCCOc1ccc(/C(O)=C2/C(=O)C(=O)N(CCCOC)C2c2cccnc2)cc1 (stereo unspecified),x,-0.2%
NC(=O)c1c(NC(=O)C2CCCO2)sc2c1CCC2 (stereo unspecified),5,2.3%
CN(O)C(=O)Nc1ccc([N+](=O)[O-])cc1,1,-2.1%
COc1ccccc1Nc1nnc(SCC(=O)N2CC(=O)Nc3ccccc32)s1,-7,4.1%
CC(C)(C)NC(=O)CN(Cc1ccc2c(c1)OCO2)C(=O)CNC(=O)c1cccs1,-9,0.2%
COc1ccc(NC(=O)CSc2nc3ccsc3c(=O)n2Cc2ccccn2)c(OC)c1,5,-7.9%
Cc1cccc(-c2c3c(=O)n(C)c(=O)n(C)c3cn2C2CCCCC2)c1,x,1.7%
O=C(NCCCCNC(=O)c1ccco1)c1ccco1,-2,-7.0%
CC1(C)CC(c2nc(-c3ccc(Br)cc3)cs2)CCS1 (stereo unspecified),-7,-3.6%
CCN(CC)CCNC(=O)Cn1nc(Cc2ccccc2)c2ccccc2c1=O,81,-0.5%
C=CCn1c(-c2cccn(Cc3ccc(Cl)cc3)c2=O)n[nH]c1=S,-1,4.2%
C=CCC(NCc1ccco1)c1ccc(OC)cc1 (stereo unspecified),x,1.5%
CCc1ccc(-c2nc(CSCC(=O)N3CCN(c4ncccn4)CC3)c(C)o2)cc1,-9,x
CC1(C)OC2OC(C(=O)N/N=C/c3ccccc3F)C3OC(C)(C)OC3C2O1 (stereo unspecified),x,3.6%
CN(CCOC(=O)c1ccc2c(c1)OCCO2)Cc1ccccc1,-3,-2.6%
O=C(Oc1ccccc1OC(=O)N1CCOCC1)N1CCOCC1,3,x
Cc1cccc(NC(=O)CCSc2ccccn2)c1,10,2.6%
Cc1onc(-c2c(Cl)cccc2Cl)c1C(=O)c1c[nH]c(C(=O)NC2CC2)c1,10,4.2%
COc1ccc(Nc2nnc(SC(C(=O)Nc3cc(C)ccc3C)c3ccccc3)s2)cc1 (stereo unspecified),8,-3.7%
C/C(=N\NC(=O)COc1ccccc1F)c1cc2ccccc2o1,0,1.0%
Nc1nc(CSc2ncccn2)nc(Nc2ccccc2)n1,-2,4.6%
CC(=O)c1ccc(N=Nc2ccc(C)cc2)cc1,-14,1.5%
c1ccc(CNc2ncnc3sc4c(c23)CCCC4)nc1,7,6.4%
O=C(Nc1ccc2c(c1)OCCO2)c1ccc(NC(=O)C2CCCO2)cc1 (stereo unspecified),2,-1.3%
CCOc1ccc(NC(=O)Nc2cccc(C(=O)O)c2)cc1,6,-1.7%
O=C(OCC(F)(F)F)c1cccc(COc2ccc3ccccc3c2)c1,x,3.0%
Cc1ccc(N=C2NC(=O)/C(=C/c3cccnc3)S2)c(C)c1,-4,3.1%
Cc1cn([C@H]2C=C[C@@H](CO)O2)c(=O)[nH]c1=O,12,-3.7%
O=C(CCN1C(=O)/C(=C/C=C/c2ccccc2)SC1=S)Nc1nccs1,-5,x
O=C(N/N=C/c1ccccn1)C(=O)N1CCCCCC1,-5,3.6%
Cc1c(NC(=O)c2cn3ccccc3n2)cccc1-n1cnnn1,1,4.2%
Cc1ccc(-n2ncc3c(N4CCN(c5ccccc5)CC4)ncnc32)c(C)c1,-1,7.6%
CCCNC(=O)CSc1nc(-c2cccs2)cc(C(F)(F)F)n1,21,0.7%
Cc1csc(SC(C)C(=O)Nc2ccc(Cl)cn2)n1 (stereo unspecified),x,-2.4%
CC(C)C(=O)Nc1cccc(C(=O)Nc2nccs2)c1,x,1.1%
CC(=O)c1ccc(OC(=O)CCN2c3ccccc3Sc3ccccc32)cc1,8,3.5%
O=C(Nc1ccccc1)c1cc([N+](=O)[O-])ccc1NC1CCCCC1,3,-3.6%

# High-throughput results: PubChem BioAssay, several laboratories
